Screening results (PubChem BioAssay)
APOBEC3G inh = inhibitors of human APOBEC3G DNA deaminase | AID 493012 | actives 0.28% (n = 330,000) | inhibition, % at 20 µM | recombinant A3G, ssDNA deamination FAM/TAMRA fluorescence | Q9HC16;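 active means inhibition of at least 40% at 20 µM, with no more than 30% in the related APOBEC3A deaminase screen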;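 further: plate controls were DMSO wells with A3G for no effect and wells lacking A3G enzyme for full effect; some compounds called inactive have numbers as strong as hits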
hIAP inh = blocks human intestinal alkaline phosphatase | inhibition, % at 10 µM | P09923 | actives 0.12% (n = 330,000) | purified IAP, CDP-Star luminescence, 30 min;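 active means inhibition reaching a set limit with compound at 10 µM in the primary screen, cut at about 35% in these data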;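 further: plate controls were DMSO wells with enzyme for no effect and no-enzyme buffer wells for full effect; values of inactives mirror those of a sister screen read the other way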
Target sequence (P09923 whole entry, looked up): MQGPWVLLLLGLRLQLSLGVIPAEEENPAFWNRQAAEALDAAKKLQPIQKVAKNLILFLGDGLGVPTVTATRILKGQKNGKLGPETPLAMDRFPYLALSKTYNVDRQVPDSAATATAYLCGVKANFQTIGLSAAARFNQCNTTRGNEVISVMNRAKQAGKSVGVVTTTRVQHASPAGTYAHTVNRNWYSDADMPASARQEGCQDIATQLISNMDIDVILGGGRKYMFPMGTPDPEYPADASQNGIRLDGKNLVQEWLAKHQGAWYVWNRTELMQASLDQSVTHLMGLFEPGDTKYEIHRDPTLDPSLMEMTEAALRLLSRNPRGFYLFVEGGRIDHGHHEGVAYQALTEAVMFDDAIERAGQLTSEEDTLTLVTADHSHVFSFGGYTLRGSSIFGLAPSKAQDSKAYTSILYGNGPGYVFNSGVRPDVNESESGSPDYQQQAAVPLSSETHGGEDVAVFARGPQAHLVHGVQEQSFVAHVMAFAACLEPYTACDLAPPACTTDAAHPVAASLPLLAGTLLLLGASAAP
mIAP block = blocks mouse intestinal alkaline phosphatase; actives 0.2% (n = 330,000); inhibition, % at 10 µM; purified mouse IAP, CDP-Star luminescence, 30 min;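 active means inhibition of at least 40% at 10 µM in the primary screen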;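 further: plate controls were DMSO with enzyme for no effect and no enzyme wells for full effect; values of inactives mirror those of a sister screen read the other way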
hIAP act = increases human intestinal alkaline phosphatase activity; P09923; purified human IAP, CDP-Star luminescence, 30 min; stronger effect = higher value; 1 = vehicle-only enzyme, 0 = enzyme-free background; activation factor at 10 µM; AID 2524; actives 0.16% (n = 330,000);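 active means activation factor of the enzyme at least 2-fold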; further: the source names both 10 and 20 µM as test concentration; values of inactives mirror those of a sister screen read the other way
MPTP inh = blocks calcium-induced mitochondrial swelling; isolated mouse mitochondria, Ca2+ swelling absorbance, 30 min; inhibition, % at 10 µM; actives 1.4% (n = 360,000); AID 602449;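 active means inhibition of 50% or more, scaled per plate between neutral and stimulator controls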;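 further: 0% = DMSO wells given calcium and 100% = 1 mM EGTA wells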
beta cell repl = induces beta-cell replication in MIN6 cells | actives 0.29% (n = 330,000) | MIN6 cells proliferation, ATPlite luminescence, 48 h; cells starved in 0.2% serum; 100% = growth in 10% serum | proliferation, % at 10 µM;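 active means compounds whose signal lies at least 3.5 SD above the mean of all wells on their plate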;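 further: 0% = DMSO-treated cells in low-serum medium and 100% = 10% serum control; some compounds called inactive have numbers as strong as hits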
ATG4B inh = ATG4B (human) cysteine protease inhibition; AID 504462; inhibition, % at 8.33 µM; actives 0.51% (n = 340,000); ATG4B cleavage of LC3-PLA2, NBD-HPC fluorescence, 1 h; Q9Y4P1; in the data active means inhibition above about 40%
mIAP act = mouse IAP activation. actives 0.24% (n = 330,000). AID 2805. muIAP, CDP-Star luminescence, 30 min; stronger effect = higher value; 1 = vehicle-only enzyme signal, 0 = enzyme-free wells. activation factor at 10 µM;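 active means activation factor of at least 2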; further: the source names both 10 and 20 µM as test concentration; values of inactives mirror those of a sister screen read the other way
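Assay system: mouse IAP enzyme / Compound: DMSO-dissolved test compounds / Timing: 30 min, room temperature / Measured by: luminescence from enzymatic CDP-Star hydrolysis / Control set: DMSO-only wells, enzyme-free buffer wells as negative control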
APOBEC3A inh = blocks human APOBEC3A ssDNA deamination. P31941. recombinant A3A, FAM/TAMRA ssDNA deamination fluorescence. inhibition, % at 20 µM. actives 0.41% (n = 330,000). AID 493011;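 active means at least 40% inhibition at 20 µM here, with at most 30% in a related deaminase screen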;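 further: plate controls were A3A with DMSO for no effect and wells lacking A3A enzyme for full effect; some results filed as inactive read as strong as hits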
Target sequence (P31941 whole entry, looked up): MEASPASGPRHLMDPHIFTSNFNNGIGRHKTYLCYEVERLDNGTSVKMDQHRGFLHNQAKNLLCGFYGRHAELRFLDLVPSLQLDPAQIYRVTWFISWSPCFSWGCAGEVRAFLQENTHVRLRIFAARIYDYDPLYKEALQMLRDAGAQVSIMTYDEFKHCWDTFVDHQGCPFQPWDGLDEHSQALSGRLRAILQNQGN
* hit, by the source's call; nt = no result given.

Second line of a record – hIAP act	MPTP inh	APOBEC3A inh	mIAP act	mIAP block	ATG4B inh	APOBEC3G inh	hIAP inh	beta cell repl
1: CCN(CC)c1ccc(CNc2ccc3c(c2)ncn3C(C)(C)C)cc1
→ 1.1	1.1	-1	1.1	-9	5	2	-7	-6
2: O=C(COS(=O)c1ccccc1)Nc1cc(Cl)ccc1N1CCOCC1 (stereo not drawn)
→ 0.98	3.3	-1	1.1	-5	-9	3	2	-3
3: Cc1nn(-c2ccccc2)c2[nH]c(=O)c(CNc3ccc(N4CCOCC4)cc3)cc12
→ 0.92	1.2	2	1	-3	15	3	8	-3
4: COc1ccc(C(=O)Sc2ccc(C)cc2)cc1OC
→ 1	-4.2	-2	0.97	3	-6	-4	-2	-5
5: CCN1CCN(CCC(=O)Nc2ccccc2OC)CC1
→ 1.1	-0.7	-2	1	-3	-11	-6	-5	-2
6: Cn1c(=O)c2[nH]c(N3CCCCC3)nc2n(C)c1=O
→ 0.87	-1.3	-4	0.97	3	-3	-7	13	-1
7: CC(C)(C)c1ccc(C(=O)c2c[nH]c(C(=O)NCCCN3CCOCC3)c2)cc1
→ 0.94	-2.1	3	0.99	0	4	-2	6	-3
8: O=C(O/N=C1/CCCc2occc21)c1ccc(Cl)cc1Cl
→ 0.94	5.4	-5	1	-1	38	-5	6	-1
9: Cc1ccccc1Cn1ccc(NC(=O)CCSc2nc(-c3ccco3)cc(C(F)(F)F)n2)n1
→ 0.95	0.2	-1	0.87	13	36	-5	5	-1
10: N#C/C(=C/c1ccc(-c2ccc(S(N)(=O)=O)cc2)o1)C(=O)Nc1ccccc1
→ 1	3.6	6	0.72	28	-4	3	-5	-3
11: COc1ccc(OC)c(S(=O)(=O)N(C)CC(=O)O)c1
→ 0.83	-0.4	-2	0.95	5	4	-3	17	1
12: Cc1ccc(NC(=O)c2c(F)cccc2Cl)cc1NS(C)(=O)=O
→ 0.99	2.8	-3	1	-1	-6	-9	1	0
13: CC(=O)Nc1ccc(C(=O)NNC(=O)c2cccc(C)c2)cc1
→ 1.1	2.0	-7	0.84	16	1	-6	-11	-1
14: CSc1nc2sc3c(c2c(=O)[nH]1)CCCC3
→ 1	-1.5	-2	0.97	2	4	-5	0	-3
15: CC(=O)NS(=O)(=O)c1ccc(N/C(N)=N/c2nc(C)cc(C)n2)cc1
→ 0.98	-0.8	-4	0.96	4	5	-8	2	-1
16: CC(C)(C)NC(=O)NC(=O)CN1CCN(S(=O)(=O)c2ccc3c(c2)OCCO3)CC1
→ 0.98	1.4	2	1.1	-6	-7	-3	2	-5
17: NC(=O)C1CCN(C(=O)CSc2ccccn2)CC1
→ 0.96	7.6	1	0.92	8	-1	4	4	1
18: Cc1ccc(C(=O)Nc2ccc(N3CCCC3)cc2)cc1
→ 0.99	2.3	-4	0.94	6	0	-4	1	-1
19: O=C(Nc1nc(-c2nc3ccccc3s2)cs1)c1ccco1
→ 0.94	1.0	0	0.91	9	-10	-6	6	-2
20: COc1ccccc1NC(=O)C1=C(C)NC(=O)NC1c1ccccc1F (stereo not drawn)
→ 0.94	-0.4	1	1.1	-6	-8	0	6	-1
21: Cc1ccc(S(=O)(=O)CCc2ccncc2)cc1
→ 1.1	1.2	-3	1	-2	4	-6	-7	0
22: COC(=O)N/N=C\c1ccc(OC(=O)c2ccco2)cc1
→ 0.88	-2.4	-3	0.94	6	2	-7	12	-2
23: COc1ccc(OCC(=O)N/N=C2\CCc3ccccc32)cc1
→ 0.88	-1.0	-1	0.98	2	-9	-4	12	-1
24: O=C(Nc1ccccn1)C1CCN(S(=O)(=O)c2ccc(Cl)cc2)CC1
→ 1.2	-0.8	-1	1.1	-8	2	-10	-19	-1
25: COc1ccc(-c2nnc(SCc3nnc(-c4cccs4)o3)n2CC2CCCO2)cc1 (stereo not drawn)
→ 1.2	1.9	4	1	0	-13	-4	-21	0
26: Cc1cccc(OCC(=O)Nc2ccc(S(=O)(=O)N3CCN(C)CC3)cc2)c1
→ 1.1	-1.3	4	1.1	-7	-15	-2	-12	-3
27: CCOc1ccccc1NC(=O)c1cccc2c1C(=O)N(CCOC)C2
→ 0.93	-0.6	-3	0.89	12	-24	0	7	10
28: Cc1cc(=O)[nH]c(=S)n1-c1ccccc1
→ 0.91	-1.6	-2	0.97	3	-1	2	10	0
29: COC(=O)C(NC(=O)c1ccccc1)(Nc1nc(C)cs1)C(F)(F)F (stereo not drawn)
→ 1.1	-1.3	-10	1	-1	5	-7	-11	-2
30: CC1CC(Nc2ccccc2)c2ccccc2N1C(=O)c1ccncc1 (stereo not drawn)
→ 1	2.5	3	0.94	6	4	5	-1	2

In the list so far, 2 have a CF3 group:
Second line of a record – hIAP act	MPTP inh	APOBEC3A inh	mIAP act	mIAP block	ATG4B inh	APOBEC3G inh	hIAP inh	beta cell repl
9: Cc1ccccc1Cn1ccc(NC(=O)CCSc2nc(-c3ccco3)cc(C(F)(F)F)n2)n1
→ 0.95	0.2	-1	0.87	13	36	-5	5	-1
29: COC(=O)C(NC(=O)c1ccccc1)(Nc1nc(C)cs1)C(F)(F)F (stereo not drawn)
→ 1.1	-1.3	-10	1	-1	5	-7	-11	-2

(list continues)
Second line of a record – hIAP act	MPTP inh	APOBEC3A inh	mIAP act	mIAP block	ATG4B inh	APOBEC3G inh	hIAP inh	beta cell repl
31: COc1ccc(Cl)cc1NC(=O)CC1CCCC1
→ 1.1	0.3	-2	0.97	3	1	-5	-11	0
32: CCCn1c(C)cs/c1=N\C(=S)Nc1ccccc1
→ 0.76	0.8	-1	0.99	1	-2	-5	24	0
33: COCCN1Cc2c(sc(C)c2C)N(C(=O)c2ccccc2)C1
→ 0.89	0.4	-6	0.99	1	5	-6	11	-1
34: COc1cc(C2C(C(=O)c3cc4ccccc4o3)=C(O)C(=O)N2c2cc(C)on2)cc(OC)c1OC (stereo not drawn)
→ 1	-2.1	-5	0.96	4	-8	-2	0	0
35: CCCc1cc(=O)oc2c(C)c(OCC(=O)N3CCC(C(=O)O)CC3)ccc12
→ 1.1	1.0	-3	1.2	-20	-17	-6	-11	-3
36: O=C(COC(=O)CN1C(=O)COc2ccccc21)NC1CCCCC1
→ 0.94	-1.6	-2	1	-2	3	-5	6	-1
37: CC(=O)Nc1ccc(-c2cc(-c3ccccc3)nc(-c3ccccc3)n2)cc1
→ 1	1.5	-2	0.99	0	-4	-9	-2	-4
38: CCCCN(C(=O)C1CC1)C1CCS(=O)(=O)C1 (stereo not drawn)
→ 0.99	-0.3	2	0.97	3	-10	-4	1	2
39: Cc1ccc2c(C)c(C(=O)N(C)Cc3ccncn3)oc2c1C
→ 1.2	-1.4	2	1	-2	0	-6	-20	-2
40: CC1CC(C)CN(c2ccc(S(=O)(=O)N3CCOCC3)cc2)C1 (stereo not drawn)
→ 0.93	-1.0	-2	1	-2	-7	0	7	-2
41: NNC(=O)CC(=O)NC1(Cc2ccc(O)cc2)CCCCC1
→ 0.89	-1.7	3	0.98	2	-1	2	11	-1
42: O=C(COc1ccc(Cl)cc1[N+](=O)[O-])N1CCCCC1
→ 1.1	-1.4	-3	1.1	-10	8	-7	-15	-2
43: Cc1ccc(-n2ncc3c(=O)n(CC(=O)N4CCCCCC4)cnc32)cc1
→ 1.3	-8.0	-3	1	-4	-5	-6	-29	0
44: Cn1c2ccccc2c2c(C(=O)N3CCN(c4ccc(F)cc4)CC3)cn(C3CCCC3)c(=O)c21
→ 0.95	-8.3	3	1	-4	-29	2	5	-3
45: CN(C)CCCO/N=C(\c1ccccc1)c1ccncc1
→ 0.95	-0.7	5	1.1	-6	-6	2	5	0
46: N=c1c(C(=O)NCc2ccccc2)cc2c(=O)n3ccccc3nc2n1Cc1ccco1
→ 0.93	-0.2	-2	0.95	5	3	-1	7	-3
47: N#CCCn1cc(C(=O)CN2C(=O)NC3(CCCCCC3)C2=O)c2ccccc21
→ 0.99	0.2	14	1	0	-3	-10	1	-1
48: CCOC(=O)C(C)Sc1nnc(NC(=O)c2cccc([N+](=O)[O-])c2C)s1 (stereo not drawn)
→ 0.95	2.5	-3	0.94	6	1	-8	5	0
49: CCc1c(O)nc(SCC(N)=O)n(-c2ccccc2F)c1=O
→ 1	-1.5	-1	0.93	7	5	0	-2	-3
50: CCOC(=O)Cc1nnc(NC(=O)c2ncn[nH]2)s1
→ 1.6	2.8	-2	0.64	36	-7	-3	-64	-3
51: CN(C(=O)CCc1nnc(CCCCc2ccccc2)o1)C1CC(C)(C)NC(C)(C)C1
→ 1.1	1.0	0	1.2	-16	19	-2	-15	-1
52: CCCC(CCC)c1nnc(NC(=O)c2ccco2)s1
→ 1.1	-0.7	0	1	-2	6	-5	-6	1
53: O=C(Nc1ccc2c(c1)OCO2)C1CC(c2ccccc2Cl)=NO1 (stereo not drawn)
→ 1.1	-0.3	-2	0.95	5	6	-8	-11	-2
54: C=CCOC(=O)COc1ccc2c(C)c(C)c(=O)oc2c1
→ 1	1.2	2	0.96	4	0	-6	-2	-4
55: CC(Oc1ccccc1)C(=O)N1CCCc2ccccc21 (stereo not drawn)
→ 0.94	3.1	-2	1.1	-8	-6	-1	6	-1
56: CC(C)n1c(O)c(N=NC(=O)C2COc3ccccc3O2)c2ccccc21 (stereo not drawn)
→ 1	-2.6	0	0.96	4	11	-2	0	-1
57: O=C(CN1C(=O)NC2(CCCC2)C1=O)NCc1cccc(Cl)c1
→ 1	0.0	5	1.1	-11	-2	-4	-1	-1
58: Cc1ccc(Cl)c(OCC(=O)Nc2ccc3c(c2)OCCO3)c1
→ 0.94	-1.0	-1	0.96	4	6	-5	6	-1
59: O=C(CNC(=O)/C=C/c1ccccc1)N=Nc1c(O)n(Cc2ccccc2)c2ccccc12
→ 1	nt	0	0.91	9	nt	-4	-4	0
60: Cc1c(N=Cc2cc3c(cc2[N+](=O)[O-])OCO3)cccc1[N+](=O)[O-]
→ 0.99	5.4	29	0.79	21	-1	24	1	0
61: COc1ccccc1CNC(=O)COC(=O)c1cc2ccccc2o1
→ 1.1	-0.9	-1	1	-1	1	1	-10	0
62: CC(C)CC(NC(=O)C(NC(=O)C1CCC(=O)N1C(=O)OCc1ccccc1)C(C)C)C(=O)N1CCCC1C(N)=O (stereo not drawn)
→ 1	-1.1	-3	0.98	2	7	-6	-4	-1
